Compound activity (PubChem BioAssay)
yeast sgs1 mgt1 – NCI yeast anticancer drug screen, S. cerevisiae sgs1 mgt1 strain | AID 161 | 78,000 compounds, 10% hits | growth inhibition, % at 50 µM;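 note: 0% = growth of vehicle-only cultures of the same strain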
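Yeast cells carrying a defined DNA-repair defect were exposed to test compounds. Growth inhibition was measured relative to vehicle-treated controls.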
bub3 – NCI yeast anticancer drug screen, S. cerevisiae bub3 mutant strain | % growth inhibition at 50 µM | AID 167 | 78,000 compounds, 9.9% hits;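 note: 0% = growth of vehicle-only cultures of the same strain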
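Steps: expose the mutant yeast strain to compound; grow alongside vehicle-treated cultures; measure growth; express inhibition against the vehicle cultures.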
yeast rad50 – NCI yeast anticancer drug screen, S. cerevisiae rad50 strain; % growth inhibition at 50 µM; 79,000 compounds, 10% hits; AID 155;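 note: 0% = growth of vehicle-only cultures of the same strain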
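Yeast carrying a defined DNA repair defect were exposed to test compounds, and growth was compared with vehicle-treated controls to give percent inhibition.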
yeast cln2 rad14 – NCI yeast anticancer drug screen, S. cerevisiae cln2 rad14 strain; % growth inhibition at 50 µM; 78,000 compounds, 8.3% hits; AID 165;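 note: 0% = growth of vehicle-only cultures of the same strain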
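Growth inhibition, relative to vehicle-treated controls, is the read-out. The test organism is a yeast strain with defined genetic alterations, cln2 rad14.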
mlh1 rad18 – NCI yeast anticancer drug screen, S. cerevisiae mlh1 rad18 strain; growth inhibition, % at 50 µM; 79,000 compounds, 11% hits; AID 175;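 note: 0% = growth of vehicle-only cultures of the same strain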
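Read-out is yeast growth inhibition, calculated against vehicle-only controls. The compound was applied to a strain engineered with DNA damage repair alterations.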
yeast mec2-1 – NCI yeast anticancer drug screen, S. cerevisiae mec2-1 strain. % growth inhibition at 50 µM. 79,000 compounds, 9% hits. AID 157;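 note: 0% = growth of vehicle-only cultures of the same strain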
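Yeast mec2-1 mutant treated with compound. Readout: growth inhibition vs vehicle controls.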
* marks the source's active call; other numbers are inactive results; nt = no result given; & = joins results of further samples. Cut-off read from the data, not from the text of the source: active = growth inhibition above about 70%; inactive = the rest.

compound,yeast sgs1 mgt1,bub3,yeast rad50,yeast cln2 rad14,mlh1 rad18,yeast mec2-1
CC(=O)c1c(-c2ccc(Cl)cc2)c(-c2ccc(Cl)cc2)nn(CCNC(C)C)c1=O,96*,80*,97*,89*,95*,98*
N#CSC1CCCCNC1=O (centres undefined),50,80*,54,52,96*,78*
O=C(Nc1ccccc1CCl)Nc1ccccc1CCl,-16,-23,-31,1,-29,-26
Cc1c(C)c(C)c(CCl)c(CCl)c1C,32,8,36,10,25,17
Cc1cccc(OCCCCCl)c1,-8,-21,-18,10,-9,-10
Cc1ccccc1N1C(=O)c2ccccc2C1=O,90*,98*,61,83*,84*,99*
COc1ccc(OC)c(NC(=O)SC(C)C)c1,-9,18,-5,0,-4,-22
N=C1N=Nc2nc(C(C(=O)c3cccc4ccccc34)c3nc4n(c3O)C(=N)N=N4)c(O)n21 (centres undefined),14,1,20,22,26,1
Nc1nc2c(ncn2C2C=CC(CO)C2)c(=O)[nH]1 (centres undefined),4,-2,8,10,4,12
C[C@]12CC[C@H](O)C[C@@H]1CC[C@@H]1[C@@H]2C(=O)C[C@]2(C)C3=CC(=O)O[C@H]3C[C@@H]12,94*,93*,98*,58,97*,91*
CC(=O)Nc1ccc(S(=O)(=O)[N-]C2C(=O)c3ccccc3C(=O)C2[n+]2ccccc2)cc1 (centres undefined),28,28,25,0,-2,23
CCCC(CCO)(CCO)c1ccccc1,-10,8,17,11,-6,-30
CN/N=C(/CC(=O)c1sc(-n2nc(-c3ccccc3)cc2-c2ccccc2)nc1C)C(=O)Nc1ccc(Cl)c(Cl)c1,22,55,38,14,24,7
S=C([S-])N1CC[n+]2c(-c3ccccc3)csc21,-6,-6,-11,-28,-18,-3
O=C(Cl)C(=C/C=C/c1ccccc1)C(=O)Cl,-34,-34,-23,-8,-27,-47
NS(=O)(=O)c1ccc(N=Nc2nc3[nH]c(=O)[nH]c(=O)c3[nH]2)cc1,3,-7,22,-5,19,-9
O=C1c2ccccc2C(=O)C1c1ccc2ccccc2n1,3,7,8,3,-8,-8
NSc1ccc(N)s1,51,88*,37,37,59,29
Cc1cn(C2CC(CCCO)C(CO)O2)c(=O)[nH]c1=O (centres undefined),3&7,0&2,-10&-6,16&-3,1&5,-5&-7
CCCNC(=O)Oc1ccccc1C(N)=O,-4,8,-3,-44,-6,-20
Cc1ccc(C(C)C)nc1,19,22,17,25,27,18
N#CCCN(C(=S)Nc1ccc(Cl)c(Cl)c1)C1CCCCC1,86*,79*,79*,72*,75*,80*
CC12CCC(=O)C=C1CCC1C2C(=O)CC2(C)C1CCC2(O)C(=O)Cn1cc(F)c(=O)[nH]c1=O (centres undefined),33,-1,12,12,6,10
N#Cc1c(-c2cccn(-c3ccccc3)c2=O)cc(-c2ccccc2)[nH]c1=O,-6,1,2,-19,9,-6
CC(C)CC1N=C(NN=C(CCl)CCl)OP1(=O)NCCCCCCNP1(=O)OC(NN=C(CCl)CCl)=NC1CC(C)C (centres undefined),3,25,13,5,38,5

The final two compounds of the part above lead into the next.
compound,yeast sgs1 mgt1,bub3,yeast rad50,yeast cln2 rad14,mlh1 rad18,yeast mec2-1
N#Cc1c(-c2cccn(-c3ccccc3)c2=O)cc(-c2ccccc2)[nH]c1=O,-6,1,2,-19,9,-6
CC(C)CC1N=C(NN=C(CCl)CCl)OP1(=O)NCCCCCCNP1(=O)OC(NN=C(CCl)CCl)=NC1CC(C)C (centres undefined),3,25,13,5,38,5
CCC1(C2C=COC=C2)NC(=O)NC1=O (centres undefined),-8,-5,-14,6,-2,4
O=c1[nH]c(=S)[nH]c2c1CN(CCCN1CCOCC1)CN2,-16,-25,10,3,5,-9
CCCCCCCCCC1(N=[N+]=[N-])C(=O)c2ccccc2N(C)C1=O (centres undefined),35,29,11,34,22,7
CC(=O)/C(C)=N/O,-22,-4,-7,-26,0,-15
O=C(CC1(O)C(=O)N(CN2CCCCC2)c2ccccc21)c1ccccc1 (centres undefined),4,0,24,13,24,17
CCOc1ccc(N=Nc2c(C)nn(C(N)=S)c2OCC)cc1,12,-5,-55,-38,-7,-22
CCCCCC(CCCCC)OC(=O)CCN(CCCCC)CCCCC,84*,52,74*,72*,69,46
Cc1ccc(Cl)cc1NC(=O)OCCOc1ccccc1,10,38,1,-3,12,18
NC(=O)CCCO,-3,3,6,7,2,-3
COc1ncnc(N(C)CC#N)c1[N+](=O)[O-],-18,-2,14,40,10,-19
Oc1ccc(O)c(CCCc2cc(O)ccc2O)c1,-2,7,13,0,49,8
O=C(O)CCc1ccc(O)c(O)c1,12,3,20,13,-22,2
O=c1cc(-c2ccccc2Cl)[nH]c2cc3c(cc12)OCO3,22,13,14,-7,-40,-26
CCc1ccc(CC(=O)O)c2ccc3c(C)ccc(C)c3c12,99*,64,99*,96*,94*,96*
O=C(CC(=O)c1ccccc1)Nc1cccnc1,0,-2,-21,-21,-7,9
COC/C(Br)=C\SC#N (tested in a mixture with another compound),99*,98*,99*,98*,98*,99*
CC(=O)OCC1OC(n2cc(C)c(=O)[nH]c2=O)C(NC(=O)C(Cl)(Cl)Cl)C(OC(C)=O)C1OC(C)=O (centres undefined),3,0,6,0,2,-5
COc1cccc(C(C#N)NC23CC4CC(CC(C4)C2)C3)c1 (centres undefined),-22,-37,-2,5,4,-20
CCOC(=O)CNCCC(=O)c1ccc([N+](=O)[O-])cc1,7,1,8,-10,12,-3
CS/C(=N\N=C(/C)c1ccccn1)N1CCN(c2ccccn2)CC1,99*,91*,98*,64,88*,82*
CCOC(=O)NCS(=O)(=O)N1CCOCC1,8,3,26,20,10,9
CC(=O)OCC(OC(C)=O)C(OC(C)=O)C(OC(C)=O)C(COC(=O)c1ccccc1)OC(=O)c1ccccc1 (centres undefined),-4&-11,0&4,19&4,4&-21,10&2,6&-4
Nc1ccc(Nc2ccc([N+](=O)[O-])cc2[N+](=O)[O-])cc1,-1,-16,8,15,18,-23
Nc1c(C(=O)O)ccc(O)c1O,32,1,29,8,10,20
Cn1c(=O)c2c(nc(NN)n2C)n(C)c1=O,-3,11,1,-25,5,-11

Going on with the list:
compound,yeast sgs1 mgt1,bub3,yeast rad50,yeast cln2 rad14,mlh1 rad18,yeast mec2-1
C=CCN(N=O)C(=O)N(CCC)CCCC(NC(C)=O)C(=O)NCc1ccccc1 (centres undefined),-14,3,-3,23,-14,-27
COc1ccc(C(N)c2ccc(OC)cc2)cc1,-13,-12,-4,-1,4,-18
O=C(OC(=O)c1ccc(S(=O)(=O)c2ccccc2)cc1)c1ccc(S(=O)(=O)c2ccccc2)cc1,6,-1,33,20,26,17
S=c1[nH]nc(Cc2ccccc2)c(=S)[nH]1,86*,71*,73*,39,75*,64
O=C(CCc1ccc(O)cc1)N/N=C/c1cc(Br)ccc1O,nt,nt,-30,nt,-21,-38
S=c1nc[nH]c2[nH]ccc12,-2,-5,10,48,3,1
CC1(C)N=C(Oc2ccccc2)n2nccc2N1,-15,-18,-13,3,-30,-16
CC(CCc1cccc2ccccc12)C(=O)O (centres undefined),29,30,30,26,43,30
Cn1c(=S)c2[nH]c(SCCN3CCCC3)nc2n(C)c1=O,68,68,91*,2,97*,61
COC(=O)[C@@]12OC[C@]34[C@H]([C@@H](O)[C@@H]1O)[C@@]1(C)CC(=O)C(O)=C(C)[C@@H]1C[C@H]3OC(=O)[C@H](OC(=O)/C=C(\C)C(C)CO)[C@@H]24 (some centres undefined),-13,-19,-1,-2,-29,-17
CC1OC(OCC2OC(Oc3c(-c4ccc(O)c(O)c4)oc4cc(O)cc(O)c4c3=O)C(O)C(O)C2O)C(O)C(O)C1O (centres undefined),7&26,29&35,19&19,-1&-3,38&38,-11&18
CC(=O)c1c(O)c(Nc2ccccc2)cc2nc3ccccc3nc12,0,-9,-4,-10,-23,4
OC1OC(CCl)C(Cl)C(O)C1O (centres undefined),10,-19,1,-11,-17,-3
CC(=O)OCc1ccc(C2CCCCC2)cc1,-1,6,2,-7,0,-4
NC(=O)c1n[nH]c(C2CC(O)C(CO)O2)n1 (centres undefined),6,0,-8,-23,-1,3
CCCCCCCCCCOC(=O)c1cc[n+](C)cc1,-2,-1,14,46,-19,10
O/N=C/C(=Nc1ccc2ccccc2c1)NO,-4,-8,41,-18,24,3
CCOC(=O)Nc1cc(NC(C)/C(=N/O)c2ccccc2)c([N+](=O)[O-])c(N)n1 (centres undefined),47,62,43,25,44,60
O=C(O)CC(O)C(=O)O (centres undefined),-1&-39,-3&5,0&-3,4&-20,-1&-43,4&-20
N#C/C(=C\NC(=S)Nc1ccc(S(=O)(=O)Nc2ccccn2)cc1)C(N)=O,13,34,46,22,49,7
CCOC(=O)C(C)c1nc2cc(F)c(N3CCOCC3)cc2[nH]c1=O (centres undefined),22,28,11,6,21,2
O=C1CC2C=CC(O)C(C1)C2 (centres undefined),-31,-58,-20,21,-109,2
CCCNCC(O)CNc1ccc(Cl)cc1 (centres undefined),2,-4,3,-9,6,-7
CC(=O)NN,-1,12,-5,-2,-16,0
O=C1NCC(C2CC2)(C2CC2)O1,-6,9,9,-34,-21,-17

Retrieved by compound from above (3):
compound,yeast sgs1 mgt1,bub3,yeast rad50,yeast cln2 rad14,mlh1 rad18,yeast mec2-1
CCCCCCCCCCOC(=O)c1cc[n+](C)cc1,-2,-1,14,46,-19,10
OC1OC(CCl)C(Cl)C(O)C1O (centres undefined),10,-19,1,-11,-17,-3
O=C(CCc1ccc(O)cc1)N/N=C/c1cc(Br)ccc1O,nt,nt,-30,nt,-21,-38

(more compounds)
compound,yeast sgs1 mgt1,bub3,yeast rad50,yeast cln2 rad14,mlh1 rad18,yeast mec2-1
Cc1nnc(N)nc1C,-10,-1,33,-1,14,10
C[N+]12CCCCC1CC2 (centres undefined),-7,-40,29,-40,10,-5
Cc1nc(C(N)=S)sc1C(=O)CC(=O)C(=O)Nc1c(C(C)C)cccc1C(C)C,-32,-9,-28,-25,-22,-42
CCCCc1c(OC)cc(O)c2c1C(=O)c1[nH]c(C(=O)O)c(O)c(=O)c1C2=O,-14,-11,-17,-12,-6,-19
COc1ccc2c(CC(=O)O)cc(=O)oc2c1,15,9,12,8,14,-23
CCOc1ccc(NC(=S)N/C=C(/C#N)C(N)=O)cc1,-15,-17,-14,-14,-4,-26
Nc1ccccc1C(=O)CCc1c[nH]c2ccccc12,8,-12,5,-42,12,9
Cc1ccc(S(=O)(=O)NN=C2CC3C4CCC5C4CC3C25)cc1 (centres undefined),16,-14,22,12,7,-4
Nc1cc(C(F)(F)F)ccc1Cl,7,-3,12,-13,16,-5
Cc1ccc(O)cc1CCCCO,-4,-6,-7,75*,-3,-2
O=C(Nc1c(Cl)cc(Cl)cc1Cl)ON=C1CCCCC1,11,16,1,13,4,-19
NNC(=O)/C(NC(=O)c1ccccc1)=C(\N)c1cccc([N+](=O)[O-])c1,12,-13,-34,3,1,-30
CCOc1ccccc1/C=C1\CCc2ccccc2C1=O,43,50,22,0,23,35
CN(C)c1c2c(oc(=O)c1Cl)-c1ccccc1OCC2,-10,-19,-14,-5,-18,-13
O=C(c1ccccn1)N(C1CCCCC1)C1CCCCC1,6,6,3,-28,5,-1
Cc1c(O)c2cccc(-c3ccccc3)c2oc1=O,11,-5,6,-6,18,18
CN(N=C(C1CC1)C1CC1)c1ccccc1,3,-7,1,17,4,-6
CCC(C)C1NC(=O)C2CCCN2C(=O)CNC(=O)C(C)NC(=O)C(Cc2ccccc2)NC(=O)C(C(C)C)NC1=O (centres undefined),-1,-12,-12,8,-13,-26
CC1C2CC(C(C3C(=O)C4CC3C(C)(C)C4C)C2=O)C1(C)C (centres undefined),-43,-27,-13,-1,-32,-26
C=C1NC(=O)C(CC(C(=O)C(=O)Nc2c(C)cccc2C(C)(C)C)C(=O)c2ccc3ccccc3c2)C(=O)N1 (centres undefined),10,-29,-8,-30,14,0
Cc1nccc2scc(S(=O)(=O)O)c12,12,-14,23,-13,23,10
Cc1nc2ccncc2[nH]1,-17,-11,-8,0,-8,-1
[N-]=[N+]=NCCOCn1ccc(=O)[nH]c1=O,-4,9,0,-3,-8,-1
S=c1[nH]ncn2nc3ccccc3c12,-2,-4,0,-46,2,2
COc1cc([N+](=O)[O-])cc2c1OC1(C=C2)Oc2ccccc2N1C (centres undefined),-16,-23,-36,-17,-18,-26
